Source: PubChem
p47phox inh = p47phox (human) inhibition; P14598; p47phox/p22phox peptide binding, fluorescence polarization, 2 h; inhibition, % at 24.7 µM; 220,000 tested, 0.53% active;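 note: 0% = p47phox with labelled peptide and 100% = labelled peptide alone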
Furin inh = blocks human furin protease activity; P09958; purified furin, fluorogenic substrate cleavage; inhibition, % at 30 µM; 220,000 tested, 0.061% active; AID 463115; in the data active = inhibition above about 25%; note: inactives centre near -15
Thrombin inh = blocks human thrombin protease activity; P00734; alpha-thrombin, Boc-VPR-AMC fluorogenic substrate cleavage; inhibition, % at 5 µM; 220,000 tested, 0.26% active; AID 1046;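 active = inhibition at or above 40%; inactive = inhibition below 40%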;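 note: 0% = enzyme with no compound and 100% = wells without enzyme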
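System: Human alpha-thrombin protein | Medium: pH 7.5 Tris (50 mM) with NaCl 150 mM, Tween 20 0.05% | Times: Enzyme reaction carried out at room temperature | Detection: AMC fluorescence, 355/460 nm | Evaluation: Percent inhibition scaled between no-compound controls and no-enzyme blanks | Benchmarks: Enzyme without compound as high, wells lacking enzyme as low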
eIF4E-4G inh = blocks eIF4E binding to eIF4G; inhibition, % at 21.7 µM; AID 782; P63073+Q04637; 220,000 tested, 0.37% active; TR-FRET eIF4E-eIF4GI(517-606) binding, 2 h;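 note: 0% = full FRET control wells and 100% = background wells lacking eIF4GI fragment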
Target sequence (P63073 whole entry, looked up, the tested form may be a part): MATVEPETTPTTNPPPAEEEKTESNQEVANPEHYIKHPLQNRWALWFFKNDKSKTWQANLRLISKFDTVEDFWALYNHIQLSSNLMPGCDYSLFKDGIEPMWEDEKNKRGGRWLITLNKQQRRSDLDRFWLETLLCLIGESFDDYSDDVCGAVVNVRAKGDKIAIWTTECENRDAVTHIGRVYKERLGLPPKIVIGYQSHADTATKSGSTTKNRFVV
Target sequence (Q04637 whole entry, looked up, the tested form may be a part): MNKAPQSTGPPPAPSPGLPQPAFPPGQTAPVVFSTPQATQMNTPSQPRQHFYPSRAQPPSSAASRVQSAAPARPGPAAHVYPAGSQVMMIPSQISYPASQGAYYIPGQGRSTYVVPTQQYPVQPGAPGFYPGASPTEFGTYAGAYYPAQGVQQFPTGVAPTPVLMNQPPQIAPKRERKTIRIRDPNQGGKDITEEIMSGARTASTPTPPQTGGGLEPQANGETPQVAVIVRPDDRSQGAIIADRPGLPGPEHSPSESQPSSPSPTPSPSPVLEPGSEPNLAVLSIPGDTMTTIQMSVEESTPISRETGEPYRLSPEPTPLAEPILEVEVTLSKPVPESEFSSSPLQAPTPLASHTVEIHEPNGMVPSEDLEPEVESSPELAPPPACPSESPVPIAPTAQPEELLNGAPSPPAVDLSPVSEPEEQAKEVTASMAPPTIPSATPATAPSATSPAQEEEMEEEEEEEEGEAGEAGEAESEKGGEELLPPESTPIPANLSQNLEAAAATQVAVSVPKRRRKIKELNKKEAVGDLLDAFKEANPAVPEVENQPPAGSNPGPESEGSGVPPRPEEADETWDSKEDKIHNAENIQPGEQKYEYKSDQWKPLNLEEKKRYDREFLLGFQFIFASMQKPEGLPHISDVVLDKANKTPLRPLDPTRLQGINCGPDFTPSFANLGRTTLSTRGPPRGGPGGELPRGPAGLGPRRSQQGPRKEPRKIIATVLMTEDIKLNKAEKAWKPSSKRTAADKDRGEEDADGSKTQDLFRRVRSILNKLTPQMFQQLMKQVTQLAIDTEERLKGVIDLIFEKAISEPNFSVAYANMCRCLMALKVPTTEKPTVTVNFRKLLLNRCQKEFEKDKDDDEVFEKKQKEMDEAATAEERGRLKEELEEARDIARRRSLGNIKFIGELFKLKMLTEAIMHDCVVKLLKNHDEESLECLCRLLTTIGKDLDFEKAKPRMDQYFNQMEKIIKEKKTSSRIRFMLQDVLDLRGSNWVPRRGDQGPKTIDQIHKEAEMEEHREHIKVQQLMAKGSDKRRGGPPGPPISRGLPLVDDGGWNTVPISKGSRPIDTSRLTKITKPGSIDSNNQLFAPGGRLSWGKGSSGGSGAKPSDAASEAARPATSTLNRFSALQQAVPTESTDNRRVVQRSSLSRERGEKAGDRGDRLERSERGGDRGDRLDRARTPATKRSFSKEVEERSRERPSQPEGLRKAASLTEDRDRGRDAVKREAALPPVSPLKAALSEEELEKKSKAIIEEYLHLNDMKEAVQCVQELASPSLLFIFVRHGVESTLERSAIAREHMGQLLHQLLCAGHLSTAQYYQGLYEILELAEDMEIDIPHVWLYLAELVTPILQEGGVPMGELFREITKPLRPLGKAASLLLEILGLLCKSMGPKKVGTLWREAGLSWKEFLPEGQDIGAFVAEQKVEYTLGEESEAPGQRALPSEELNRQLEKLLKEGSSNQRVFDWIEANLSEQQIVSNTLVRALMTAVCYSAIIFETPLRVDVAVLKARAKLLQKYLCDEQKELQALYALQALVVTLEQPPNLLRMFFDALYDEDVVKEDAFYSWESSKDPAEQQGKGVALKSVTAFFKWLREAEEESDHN
EBV gp42 inh = inhibitors of Epstein-Barr virus glycoprotein 42. Fluorescence polarization binding assay, mP read-out. inhibition, % (tested at 21.74 µM). 220,000 tested, 0.42% active; in the data active = inhibition above about 50%
Rad51 HR inh = blocks human Rad51 in homologous recombination. inhibition, % at 10 µM. 200,000 tested, 0.085% active. hRad51 DNA strand exchange, fluorescence dequenching. AID 1385. Q06609;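 active = inhibition above 40% at the single screening dose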;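 note: 0% = DMSO control wells and 100% = blanks with heterologous ssDNA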
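material = hRad51 filaments on single-stranded DNA | timing = filaments 15 min 37 °C, then compound 30 min | signal = FRET fluorescence dequenching, excitation 485 nm, emission 520 nm | benchmarks = control wells and blank wells on each plate | evaluation = percent inhibition relative to plate controls and blanks | compound = 10 µM final, single point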
KCC2 mod = modulators of human KCC2 chloride dependent transport | KCC2 cells, thallium flux FluoZin-2 fluorescence | B-score of Tl+ flux slope (higher = more flux/activation; lower = inhibition) at 10 µM | 190,000 tested, 2.2% active;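 active = thallium flux slope and its plate-corrected score both differing from the plate sample mean at a set confidence after two filtering rounds, in either direction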;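 note: slope of fluorescence scaled to starting intensity during 10 to 20 s after thallium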
KLK5 inh = blocks human kallikrein 5 protease activity; recombinant hK5, fluorogenic AMC substrate cleavage; 210,000 tested, 0.59% active; AID 873; inhibition, % at 5 µM;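 active = inhibition of 40% or more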;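 note: 0% = enzyme controls without compound and 100% = no-enzyme blanks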
14-3-3 Bad inh = disrupts binding of bovine 14-3-3 zeta to phospho-Bad peptide. P63103. TR-FRET 14-3-3zeta/Dy647-pBad peptide displacement, 1 h. inhibition, % at 21.7 µM. 220,000 tested, 0.71% active;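 active = inhibition above about 70%, limit read from the data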;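 note: 0% = full 14-3-3 plus peptide FRET controls and 100% = background without 14-3-3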
An asterisk follows results filed as active; x = not tested or not shown; [ ] = another dose, or the depositor's remark.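 Rule for the calls, unless noted: active = inhibition above about 30% (limit read from the data); inactive = the rest.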

SMILES | p47phox inh | Furin inh | Thrombin inh | eIF4E-4G inh | EBV gp42 inh | Rad51 HR inh | KCC2 mod | KLK5 inh | 14-3-3 Bad inh
CN(Cc1ccccc1)S(=O)(=O)c1ccc(S(=O)(=O)N(Cc2ccc(F)cc2)C2CCCC2)cc1 | 2 | -24[20 µM] | -4 | -2[fluorescence artefact?] | -5 | 2 | -0.48 | 2 | 3
Cc1ccc(NC(=O)C/C(N)=N/O)cc1Cl | -16 | -12 | 1 | -1 | -10 | -4 | 0.91 | -1 | -8
N#CC(C#N)=Cc1cc2ccccc2nc1N1CCOCC1 | -6 | -17 | -8 | 6 | -29 | -5 | -0.88 | -6 | 8
N#Cc1ccc(-c2csc(NC(=O)C3CC3)n2)cc1 | -7 | -8 | -7 | 4 | -20 | 6 | -0.48 | -9 | 3
CCOC(=O)/C(C)=N/Nc1nc(-c2ccc(NC(C)=O)cc2)cs1 | -18 | -11 | -5 | 1 | -7 | 14 | 0.2 | 0 | -2
COc1cc2c(cc1OC)CN(C(=O)c1ccc([N+](=O)[O-])o1)CC2 | -21 | -14 | 0 | -2 | -14 | 7 | -0.083 | 5 | 2
CCOC(=O)CNC(=O)CSc1ncnc2c1cnn2Cc1ccccc1 | 3 | -28[20 µM] | 2 | 6 | -2 | 9 | 0.064 | -10 | 10
O=C(Nc1ccccc1)c1ccc(OC(=O)c2cc3ccccc3o2)cc1 | -6 | -20[20 µM] | -3 | -30 | 2 | -1 | 0.86 | -10 | 2
CCOC(=O)c1ccc2nc(NC(=O)c3cccs3)sc2c1 | -4 | 16[20 µM] | 3 | 0 | -23 | -2 | 1.1 | -25 | 4
O=C(Oc1ccc(Br)cc1C(=S)N1CCCC1)c1ccccc1Cl | -10 | -17[20 µM] | 2 | -3[fluorescence artefact?] | 2 | -1 | x | 3 | -6[fluorescence artefact?]
CCC(=O)NC(NCC1CCCO1)C(Cl)(Cl)Cl (stereo not drawn) | -3 | -15[20 µM] | -3 | -3 | -14 | 2 | 0.8 | -1 | -2
O=C(NCc1ccco1)c1cnn2c1NC(c1ccc(Br)cc1)CC2C(F)(F)F (stereo not drawn) | -22 | -17 | 5 | 4 | -5 | x | -0.29 | -4 | 2
Cc1ccc2c(c1)-c1c(ssc1=S)C(C)(C)N2C(=O)CSc1nncn1C | -3 | -4 | -1 | 5[fluorescence artefact?] | -11 | -5 | -1 | 6 | -10
O=S(=O)(NC1CC2CCC1C2)c1ccc(Br)s1 (stereo not drawn) | 3 | -20[20 µM] | 3 | 8 | -9 | 2 | x | 4 | -6
COc1ccc(NC(=S)N/N=C/c2ccc(F)cc2)cc1OC | -9 | -19 | -21 | -4 | -8 | 3 | 1.3 | -1 | -2
Cn1c(=O)c2cc(S(=O)(=O)NC(C(=O)NCc3cccnc3)c3ccccc3)ccc2n(C)c1=O (stereo not drawn) | 6 | 9 | 28 | 5 | -9 | -5 | 0.63 | 20 | -13
CN1CCN(CCC(=O)N/N=C/c2cc([N+](=O)[O-])ccc2OC(F)F)CC1 | -10 | -19 | -21 | 0 | -13 | 9 | 0.59 | -5 | -8
CCN1CCN(C(=O)C2CC(c3ccc(F)cc3)=NO2)CC1 (stereo not drawn) | -5 | 1 | 2 | 2[fluorescence artefact?] | 4 | -1 | -0.065 | -12 | 6[fluorescence artefact?]
COc1ccc(OC)c(S(=O)(=O)N2CCN(C)CC2)c1 | -8 | -22 | 1 | -2 | -28 | 0 | x | 3 | -6
CC(C)NC(=O)c1ccc2c3n(nc2c1)-c1ccc(Cl)cc1CO3 | 1 | -31 | -6 | -3 | -10 | -1 | 0.055 | -2 | -4
Cc1nnc(SCc2cc(=O)[nH]c(Nc3nc(C)c4cc(C)c(C)cc4n3)n2)s1 | 1 | -12 | -10 | -15 | -5 | -4 | 0.97 | -3 | -244
Cc1ccc(C)c(SCC(=O)Nc2nnc(-c3ccccc3)o2)c1 | -11 | -14[20 µM] | -2 | 4 | -6 | x | 16* | -64 | -10[fluorescence artefact?]
CCOc1ccc(C(=O)OCC(=O)Nc2cc(C)on2)cc1OCC | -11 | -7[20 µM] | -6 | -8 | -12 | 2 | 0.61 | -8 | -7
COCCNc1ccc(S(=O)(=O)N2CCCC2)cc1[N+](=O)[O-] | 0 | -9 | 3 | 3 | 1 | -3 | 0.29 | 14 | 3
O=C(COC(=O)C1=COCCO1)Nc1ccccc1OC(F)F | -1 | -11 | -3 | 0 | 0 | -1 | -0.62 | -8 | 0

An excerpt of these results, tab-delimited.
Compound	p47phox inh	Furin inh	Thrombin inh	eIF4E-4G inh	EBV gp42 inh	Rad51 HR inh	KCC2 mod	KLK5 inh	14-3-3 Bad inh
Cc1ccc(NC(=O)C/C(N)=N/O)cc1Cl	-16	-12	1	-1	-10	-4	0.91	-1	-8
COc1cc2c(cc1OC)CN(C(=O)c1ccc([N+](=O)[O-])o1)CC2	-21	-14	0	-2	-14	7	-0.083	5	2
CN(Cc1ccccc1)S(=O)(=O)c1ccc(S(=O)(=O)N(Cc2ccc(F)cc2)C2CCCC2)cc1	2	-24[20 µM]	-4	-2[fluorescence artefact?]	-5	2	-0.48	2	3
CCOc1ccc(C(=O)OCC(=O)Nc2cc(C)on2)cc1OCC	-11	-7[20 µM]	-6	-8	-12	2	0.61	-8	-7
COc1ccc(NC(=S)N/N=C/c2ccc(F)cc2)cc1OC	-9	-19	-21	-4	-8	3	1.3	-1	-2

(further entries)
SMILES | p47phox inh | Furin inh | Thrombin inh | eIF4E-4G inh | EBV gp42 inh | Rad51 HR inh | KCC2 mod | KLK5 inh | 14-3-3 Bad inh
CC(C)(C)[C@@H]1C=C(C(=O)N2CCN(Cc3ccccc3)CC2)O[C@H](OCCCCO)C1 | x | -27 | 3 | 1 | -9 | -1 | 0.14 | 7 | 5
Cn1c(=O)c2cc(S(=O)(=O)NC(C(=O)NCc3ccccn3)c3ccccc3)ccc2n(C)c1=O (stereo not drawn) | -3 | -17 | -3 | -1[fluorescence artefact?] | -6 | -2 | 0.036 | -5 | 5[fluorescence artefact?]
N#Cc1c(-c2c(Cl)cccc2Cl)noc1/C=C/Nc1ccc(C(=O)O)cc1 | -6 | -23 | -9 | 4 | 7 | -1 | -5.8* | -3 | -5
COc1ccc(C2C(C(C)=O)=C(C)Nc3ncnn32)cc1OC (stereo not drawn) | -14 | -23[20 µM] | 0 | -5 | -15 | -6 | -0.31 | -21 | -7
CCOC(=O)c1cc2sccc2n1CC(=O)OC | -16 | -7[20 µM] | 3 | -7 | -10 | 2 | -1.6 | -3 | 37
CN1CCN(C(=O)c2ccc(COc3ccc(Cl)cc3Cl)cc2)CC1 | -5 | -18[20 µM] | 11 | -7 | -19 | 2 | 0.4 | -18 | 0
CN(CC(=O)Nc1cccc(F)c1)CC(=O)Nc1cccc([N+](=O)[O-])c1 | -15 | -21 | -2 | 0 | -6 | -332 | 0.094 | 6 | -7
O=C(O)COc1ccccc1/C=N/NC(=O)c1cc2ccccc2cc1O | 4 | -5 | -2 | -7 | -1 | 18 | 0.065 | -7 | -10
Cc1ccc(SCCC(=O)Nc2ccccc2Br)cc1 | 10 | -15 | -9 | -2 | -12 | 1 | -2.1 | 3 | -13
CCNC(=S)NNC(=O)c1nn(C)c(C)c1Cl | 9 | -14 | x | -5 | -10 | -5 | -0.52 | -3 | -13
Cc1ccc2nc(SCc3cn4cccnc4n3)[nH]c2c1 | -4 | -3 | -3 | 2[fluorescence artefact?] | 7 | 0 | -0.054 | -5 | 10[fluorescence artefact?]
Cn1c(=O)[nH]c(=O)c2c1nc(N1CCN(c3ccccc3)CC1)n2CCSc1ncccn1 | -2 | -26 | 1 | 1 | -8 | -4 | x | 0 | -1[fluorescence artefact?]
COc1ccccc1OCc1nc2ccccc2[nH]1 | -29 | -22[20 µM] | 0 | 5 | -6 | -2 | 0.39 | -1 | -10
O=C(c1cccs1)N1CCC(N2CCN(c3ccccc3)CC2)CC1 | -4 | -22 | 2 | 2[fluorescence artefact?] | -3 | 1 | 0.07 | -7 | 32[fluorescence artefact?]
CC(=O)Nc1ccc(/C=N/NC(=O)c2cc3cc(C)ccc3nc2C)cc1 | -1 | -13[20 µM] | -6 | -1 | 2 | -4 | 1 | -1 | -2
O=C(NNC(=S)Nc1cccc2ccccc12)c1cccc(Br)c1 | -3 | -7[20 µM] | 0 | x | -13 | 2 | 14* | -53 | x
O=C(Nc1ccc(O)cc1)c1ccc2c(c1)C(=O)N(Cc1ccco1)C2=O | -181 | -7 | -1 | 2 | -10 | 2 | -1.1 | -26 | 0
COc1cc(CCCN2C(=S)NC[C@@H]2CC2CCCCC2)cc(OC)c1OC | -7 | -24 | -7 | 0 | 0 | -1 | -0.7 | -3 | -1
CC(=O)OC[C@H]1O[C@@H](O/N=C/C[C@@H]2C=C[C@H](OC(C)=O)[C@@H](COC(C)=O)O2)[C@H](OC(C)=O)[C@@H](OC(C)=O)[C@@H]1OC(C)=O | 6 | -1 | -2 | 7 | -22 | x | 0.61 | -4 | -1
CCOC(=O)CC1C(=O)NCCN1Cc1cccc(OC)c1 (stereo not drawn) | 0 | -19 | -3 | -3 | -1 | 2 | x | 21 | 0
O=C1c2c(O)cc(O)cc2O[C@@]12c1c(cc(O)c3c1O[C@H](c1ccc(O)cc1)[C@@H](O)C3)O[C@@H]2c1ccc(O)cc1 | -52 | 1 | 4 | 10[fluorescence artefact?] | -12 | -7 | -1 | -9 | 16
Cc1ccc(S(=O)(=O)N2CCOCC2)cc1C(=O)NCc1ccco1 | -2 | -29 | 2 | 5[fluorescence artefact?] | -10 | 8 | 0.37 | -3 | -1
COc1ccc(OC)c(C(=O)CSc2nnc(-c3cccs3)o2)c1 | -29 | 12[20 µM] | -1 | x | -5 | 2 | x | -1 | x
COc1ccc(C(=O)Nc2cc(C(=O)NCCc3ccccc3)ccc2Cl)cc1 | -8 | -15[20 µM] | 0 | 0 | -17 | 5 | -1.4 | -1 | 4
COc1ccc(NC(C)=O)cc1NC(=O)CN1CCN(C2c3ccccc3-c3ccccc32)CC1 | -21 | -2 | 2 | 16 | -2 | -5 | x | -5 | 3

Next entries
SMILES | p47phox inh | Furin inh | Thrombin inh | eIF4E-4G inh | EBV gp42 inh | Rad51 HR inh | KCC2 mod | KLK5 inh | 14-3-3 Bad inh
CCCOc1ccc(-c2c(C(=O)N/N=C/c3ccc(OCC)cc3)nnn2-c2nonc2N)cc1 | -18 | -20 | -4 | -5 | -10 | 4 | -1.6 | 0 | -6
O=C(Nc1ccc2c(c1)CCC2)c1cc(=O)[nH]c2ccccc12 | -6 | -13 | -8 | 7 | 2 | -3 | 0.66 | 18 | -7
CCOC(=O)c1cc([N+](=O)[O-])sc1N | x | -16 | 3 | 2 | 8 | x | -1.3 | 5 | -1
Cc1ccc2nc(NC(=O)CS(=O)(=O)Cc3ccccc3)sc2c1 | -2 | -14 | -2 | -6 | -25 | -5 | -0.075 | 3 | -2
N#Cc1ccc(CSc2nnc(NC(=O)CN3C(=O)C4CC=CCC4C3=O)s2)cc1 (stereo not drawn) | -20 | -14 | 0 | -9 | -12 | 0 | -0.3 | -21 | -12
O=C(Nc1ccccn1)N1CCOCC1 | -7 | 9[20 µM] | 2 | 0 | -23 | -3 | -0.77 | -17 | 7
CCCNC(=O)NCCC12CC3CC(CC(C3)C1)C2 | -6 | -14 | -5 | 2 | -1 | 5 | -1.1 | 3 | -6
CC(C)NC(=S)N/N=C/c1ccc(N2CCOCC2)cc1 | -8 | -4 | -11 | 2 | -5 | 0 | 0.62 | -10 | -4[fluorescence artefact?]
O=C1CN(c2ccccc2Cl)C(=O)CN1c1ccccc1Cl | 1 | -23[20 µM] | -4 | -12 | 2 | -3 | -0.6 | 1 | -5
O=C1CC(c2ccccc2)CN1C(=O)c1cncc(Br)c1 (stereo not drawn) | 0 | -31 | -3 | 3 | -11 | -1 | x | 5 | -5

Compounds were not picked by outcome; overall some 4.7% were active at least once.
